# S1P3 agonist = agonists of human S1P3 receptor; S1P3 NFAT-BLA reporter cells, agonism, FRET ratio; relative to 1 µM S1P, basal subtracted; activation, % at 4.5 µM; Q99500; AID 373; hit rate 0.1% among 60,000;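 active = activation above the screen-wide mean plus 3 SD, cut at about 4.5% in these data, passing the limit was not always enough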; also: some compounds called inactive have numbers as strong as hits
#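 Assay system: CHO cells stably expressing human S1P3, Gα16 and NFAT-β-lactamase reporter. Timing: overnight plating, 4 h compound 37 °C, 2 h substrate RT. Signal: β-lactamase FRET emission ratio 460/535 nm. Measure: percent activation versus median 1 µM S1P response, basal-subtracted, per plate. Repeats: primary screen single test, confirmation screen in triplicate.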
# Jurkat tox 60K = cytotoxicity toward Jurkat cells. Jurkat E6.1 viability, ATP luminescence, 48 h. inhibition, % at 4 µM. hit rate 1.2% among 56,000. AID 463;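 active = inhibition above the mean inhibition of all tested compounds plus 3 SD, cut at about 28% in these data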
# S1P1 ag-PAM = activates or potentiates agonism at human S1P1 receptor; P21453; S1P1 CRE-bla cells, forskolin, beta-lactamase FRET, potentiator mode; S1P1 agonist co-added at EC20, 2 nM; 100% = saturating reference agonist, 0% = basal; activation, % at 9.5 µM; hit rate 0.57% among 56,000;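 active = activation above a cutoff set at the mean activation of all tested compounds plus 3 SD, cut at about 54% in these data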;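 also: forskolin at 4 µM as EC80 and the EC20 agonist is SEW2871; 100% = SEW2871 at its EC100 plus forskolin at EC80; some compounds past the cut are filed as inactive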
# Target sequence (P21453 whole entry, looked up): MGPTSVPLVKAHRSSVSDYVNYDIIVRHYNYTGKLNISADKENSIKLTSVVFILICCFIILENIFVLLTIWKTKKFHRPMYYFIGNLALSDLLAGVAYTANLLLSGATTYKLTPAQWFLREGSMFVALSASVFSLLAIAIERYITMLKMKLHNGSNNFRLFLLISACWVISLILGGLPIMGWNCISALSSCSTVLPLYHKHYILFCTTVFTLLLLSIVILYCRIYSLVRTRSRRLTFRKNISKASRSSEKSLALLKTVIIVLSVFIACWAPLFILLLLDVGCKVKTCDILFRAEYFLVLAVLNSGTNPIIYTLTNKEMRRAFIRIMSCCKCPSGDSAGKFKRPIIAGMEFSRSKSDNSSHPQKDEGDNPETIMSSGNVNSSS
# HTR1E agonist = agonists of human 5-HT1E serotonin receptor; P28566; CHO 5-HT1E Ga15 NFAT-bla reporter, FRET; 0% DMSO wells, 100% control agonist wells; activation, % at 6 µM; hit rate 0.69% among 65,000; AID 574;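 active = activation above a set limit, the screen-wide mean activation plus 3 SD, cut at about 8.5% in these data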;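 also: 100% = positive control agonist at 1 µM giving full maximal response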
# 5HT1a antag = 5-HT1a (human) receptor antagonism | P08908 | CHO 5-HT1a Ga15 NFAT-bla reporter, antagonist mode | inhibition, % at 10 µM | hit rate 0.68% among 62,000 | AID 612;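 active = inhibition above the mean of all tested compounds plus 3 SD, cut at about 43% in these data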;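 also: receptor stimulated by 5-CT agonist at 100 nM near EC80; beta-lactamase reporter measured by ratiometric fluorescence of a cleavable substrate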
# D1 mod = allosterically modulates the human D1 dopamine receptor | P21728 | AID 641 | HEK293 D1, CRE-luciferase, dopamine EC30 potentiation; actives deviate in either direction | hit rate 5.9% among 58,000 | B-score at 10 µM;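 active = luminescence count or its row- and column-corrected plate score outside the 99.7% band of the plate's sample wells, on either side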
# Target sequence (P21728 whole entry, looked up): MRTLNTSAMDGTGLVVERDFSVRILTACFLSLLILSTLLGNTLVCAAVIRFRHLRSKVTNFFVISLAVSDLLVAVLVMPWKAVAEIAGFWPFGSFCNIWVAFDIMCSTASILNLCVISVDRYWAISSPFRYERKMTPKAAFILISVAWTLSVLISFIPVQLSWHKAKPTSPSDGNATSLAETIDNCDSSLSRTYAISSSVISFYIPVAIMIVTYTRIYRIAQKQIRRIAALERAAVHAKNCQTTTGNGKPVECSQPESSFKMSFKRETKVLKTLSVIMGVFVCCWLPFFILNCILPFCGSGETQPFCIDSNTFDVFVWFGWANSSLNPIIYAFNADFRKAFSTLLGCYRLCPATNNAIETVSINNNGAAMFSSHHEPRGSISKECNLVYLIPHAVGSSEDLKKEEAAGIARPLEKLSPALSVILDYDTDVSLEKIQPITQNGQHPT
# HTR1A agonist = activates the human 5-HT1a serotonin receptor; P08908; CHO 5-HT1a Ga15 NFAT-bla reporter, FRET ratio; 0% basal, 100% maximal reference agonist; activation, % at 10 µM; hit rate 0.56% among 65,000; AID 567;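 active = activation above the screen-wide mean activation plus 3 SD, cut at about 19% in these data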;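 also: 0% = DMSO wells and 100% = 5-CT at EC100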
# HEK293 NFkB inh = inhibitors of the PMA/ionomycin-induced NF-kB reporter in HEK293 cells; HEK-293 NF-kB luciferase reporter, luminescence; inhibition, % at 3 µM; hit rate 0.21% among 62,000; AID 465;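 active = inhibition above the mean of all tested compounds plus 3 SD, cut at about 40% in these data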;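 also: 0% = stimulated DMSO wells and 100% = 10 µM reference inhibitor 5653914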
#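 Material: HEK-293 cells with stable firefly luciferase reporter driven by four HIV NF-kB elements / Also added: PMA plus ionomycin mix as NF-kB-activating stimulus / Compound dosing: 3 µM once, 0.30% DMSO / Times: 1 h pretreatment, 16 h stimulation, 37 °C / Signal: luminescence / Evaluation: per-plate % inhibition versus controls / Benchmarks: DMSO and 10 µM reference inhibitor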
# 5HT1E antag = 5-HT1E (human) receptor antagonism; CHO 5-HT1E Ga15 NFAT-bla reporter, FRET, antagonist; inhibition, % at 6 µM; hit rate 0.99% among 65,000;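 active = inhibition above a set limit, the mean inhibition across every tested compound plus 3 SD, cut at about 29% in these data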;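 also: signal is the 460 over 535 nm emission ratio of beta-lactamase substrate; 0% = agonist plus DMSO wells and 100% = wells without agonist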
# * = called active by the depositor; · = no result given.
SMILES,S1P3 agonist,Jurkat tox 60K,S1P1 ag-PAM,HTR1E agonist,5HT1a antag,D1 mod,HTR1A agonist,HEK293 NFkB inh,5HT1E antag
O=C(Nc1ccccc1N1CCN(C(=O)c2ccc(Cl)cc2)CC1)c1ccc2c(c1)OCO2,0.2,-3,2,1.4,14,-0.63,1.6,11,0
O=C1CCCCC(=O)N(c2ccccc2)c2ccccc21,-0.4,-2,·,-0.5,2,0.14,0.8,19,-5
COc1cccc(C2C(C#N)=C(N)Oc3cc(C)oc(=O)c32)c1OC (stereo not drawn),-0.9,-4,-17,-0.2,-3,-0.66,-1.7,7,-4
C=CCOc1cccc(C2C(C(=O)c3ccco3)=C(O)C(=O)N2Cc2ccncc2)c1 (stereo not drawn),·,·,·,-0.7,-3,-0.52,1.5,6,-8
CCOC(=O)C(C)Sc1nc2c(c(=O)[nH]c(=O)n2C)n1Cc1ccc(Cl)cc1 (stereo not drawn),-1.1,-9,-27,1.1,3,4.8,2.1,11,6
Cc1sc2nc3n(c(=O)c2c1C)CCCS3,0.5,-6,-9,0.1,-6,0.46,-1.6,11,-1
COc1ccc(CC(=O)NCc2ccccc2Cl)cc1S(=O)(=O)N1CCOCC1,0.0,4,7,0.8,8,0.009,-0.8,19,-4
Cc1cc(C)c(OCC(=O)Nc2cccc(NC(=O)c3ccco3)c2)c(Br)c1,-1.6,-3,-8,0.5,11,0.042,-2.9,4,6
COC(=O)Cc1c(C)c2ccc(OCC(=O)N3CCOCC3)cc2oc1=O,-0.2,-3,-16,0.0,-4,0.59,-0.8,9,1
Brc1ccccc1Cn1c(-c2cncs2)nc2ccccc21,-1.2,7,-36,1.5,36,10*,1.6,7,15
CC(=O)NCCc1ccc(S(=O)(=O)N2CCCC2)cc1,0.1,-6,-19,-0.4,0,-0.16,-3.5,2,-3
O=C(OC(C(=O)NCC1CCCO1)c1ccc(F)cc1)c1ccco1 (stereo not drawn),0.4,2,-1,0.1,-2,-0.63,0.6,11,-4

# Entries of single compounds from above. Screens in order: S1P3 agonist	Jurkat tox 60K	S1P1 ag-PAM	HTR1E agonist	5HT1a antag	D1 mod	HTR1A agonist	HEK293 NFkB inh	5HT1E antag
# CC(=O)NCCc1ccc(S(=O)(=O)N2CCCC2)cc1 is listed with 0.1	-6	-19	-0.4	0	-0.16	-3.5	2	-3
# Cc1sc2nc3n(c(=O)c2c1C)CCCS3 is listed with 0.5	-6	-9	0.1	-6	0.46	-1.6	11	-1
# O=C(OC(C(=O)NCC1CCCO1)c1ccc(F)cc1)c1ccco1 (stereo not drawn) is listed with 0.4	2	-1	0.1	-2	-0.63	0.6	11	-4
# CCOC(=O)C(C)Sc1nc2c(c(=O)[nH]c(=O)n2C)n1Cc1ccc(Cl)cc1 (stereo not drawn) is listed with -1.1	-9	-27	1.1	3	4.8	2.1	11	6

# Later entries:
SMILES,S1P3 agonist,Jurkat tox 60K,S1P1 ag-PAM,HTR1E agonist,5HT1a antag,D1 mod,HTR1A agonist,HEK293 NFkB inh,5HT1E antag
Cc1cccc(NC(=O)Cn2cnc3ccc(S(=O)(=O)N4CCC(C)CC4)cc3c2=O)n1,-0.4,2,-22,0.7,-14,3,-2.3,2,-3
CCN1C(=O)/C(=C2/Sc3ccc(OC)cc3N2C)SC1=Nc1ccc(C(C)=O)cc1,·,·,·,0.7,-2,0.57,0.6,2,-10
COc1ccc(C=NCCCN2CCOCC2)cc1,0.3,·,-7,0.4,·,·,-1.7,·,0
CCN1C(=O)c2ccccc2S(=O)c2ccc(C(=O)NC3CC3)cc21 (stereo not drawn),-0.1,-2,-23,0.8,-1,-2.2,-1.4,9,-2
CN1C(=O)C2ON(c3ccccc3)C(c3cccs3)C2C1=O (stereo not drawn),-0.7,3,-27,-0.6,8,-1.4,-2.4,-12,2
O=C(CSc1ncc(-c2ccccc2)nn1)NCc1ccco1,0.0,-11,-1,-0.9,18,0.019,-1.0,10,-3
CCOC(=O)c1c(C2COc3ccccc3O2)csc1NC(=O)c1ccco1 (stereo not drawn),-0.4,-4,·,0.8,-15,0.46,1.0,10,-33
CCC1SC2=NCN(c3ccccc3)CN2C1=O (stereo not drawn),-0.6,0,4,-0.7,10,-0.16,-1.6,3,0
COc1ccc(S(=O)(=O)c2ccc(OC)c(OC)c2)cc1OC,-0.6,8,-34,-0.2,0,-0.081,-1.2,24,15
COc1cc(C(=O)NCC(=O)n2nc(C)cc2C)cc(OC)c1OC,-2.4,·,-6,-1.0,·,·,-1.6,·,6
Nn1c(SCC(=O)Nc2ccc(F)cc2F)nnc1-c1cccnc1,1.3,16,12,-0.7,22,0.22,-7.5,15,15
Cn1ncc(N=Cc2ccccc2)c1C(N)=O,-0.9,·,-2,-1.5,·,·,0.7,·,-21
CCN(CC)CCCNC(=O)Cn1cc2c(n1)CCC(C)C2 (stereo not drawn),-0.5,-3,-15,-0.1,-1,-0.38,0.0,11,-2
O=C(NC(C(=O)c1ccccc1)N1CCOCC1)c1ccccc1 (stereo not drawn),-1.3,14,-12,-0.4,6,1.2,-0.7,17,10
Cc1ccc(NC2c3ncccc3C(=O)N2c2ccccc2C)cc1C (stereo not drawn),1.0,-4,6,-0.3,-5,0.0074,-0.9,12,-17
CCOC(=O)N1CCN(C(=O)c2ccc(Cl)c(S(=O)(=O)N3CCOCC3)c2)CC1,-0.3,2,-54,-0.5,-10,-0.97,-0.5,26,6
CN1CCN(C(=O)c2ccccc2-c2nc(-c3ccccc3)no2)CC1,-0.5,-2,-19,-0.4,1,·,-1.6,-2,-13
N#Cc1nc(COc2ccccc2)oc1N1CCN(c2cccc(Cl)c2)CC1,-0.7,0,·,0.3,9,0.48,-0.6,-14,-1
Clc1ccc(-c2nnc(-c3ccc(Br)o3)o2)c(Cl)c1,-1.1,-5,-28,0.2,16,-1.6,-3.8,-12,-7
Cc1nc2ccccc2c2oc(C(=O)Nc3ccc4c(c3)OCCO4)cc12,-0.2,-6,15,0.7,-22,-2.5*,-1.5,-5,2
O=C1NCCN1C(=O)c1ccco1,0.2,-10,-15,0.0,1,0.014,-2.6,-5,-2
O=C(COc1ccccc1)c1cn(CC(=O)N2CCOCC2)c2ccccc12,-0.5,-1,0,0.4,-10,-0.13,-1.7,11,-12
O=C(CCn1nc(-c2ccccc2)c2ccccc2c1=O)N1CCN(c2ccccc2)CC1,-0.3,2,3,0.4,7,1.2,1.6,15,3
CC1CN(C(=O)c2ccccc2C(=O)c2ncc[nH]2)CC(C)O1 (stereo not drawn),·,·,·,0.2,2,·,-0.2,10,3

# 3 entries from above, sorted by length of the SMILES, smallest number first:
SMILES,S1P3 agonist,Jurkat tox 60K,S1P1 ag-PAM,HTR1E agonist,5HT1a antag,D1 mod,HTR1A agonist,HEK293 NFkB inh,5HT1E antag
Clc1ccc(-c2nnc(-c3ccc(Br)o3)o2)c(Cl)c1,-1.1,-5,-28,0.2,16,-1.6,-3.8,-12,-7
CN1CCN(C(=O)c2ccccc2-c2nc(-c3ccccc3)no2)CC1,-0.5,-2,-19,-0.4,1,·,-1.6,-2,-13
O=C(CCn1nc(-c2ccccc2)c2ccccc2c1=O)N1CCN(c2ccccc2)CC1,-0.3,2,3,0.4,7,1.2,1.6,15,3

# Other records:
SMILES,S1P3 agonist,Jurkat tox 60K,S1P1 ag-PAM,HTR1E agonist,5HT1a antag,D1 mod,HTR1A agonist,HEK293 NFkB inh,5HT1E antag
COc1cc(C2N(c3ccccc3)CCN2c2ccccc2)ccc1OC(C)=O,-1.0,0,-16,-1.2,13,0.67,-2.9,11,6
Cc1nc(CNS(=O)(=O)c2ccc(Oc3ccccc3)cc2)cs1,-0.3,36*,50,-0.8,7,-0.62,-2.2,2,9
CCOc1ccccc1NC(=O)CSc1nccn1-c1ccccc1,-1.4,-3,-6,0.6,11,0.1,0.1,-1,8
O=C1c2oc3ccc(Cl)cc3c(=O)c2C(c2ccccn2)N1CCCN1CCOCC1 (stereo not drawn),-1.5,2,5,-0.6,-9,0.68,-4.0,-1,4
CC(C)NC(=O)c1n[nH]c(=O)c2ccccc12,-0.6,7,-20,0.0,5,0.86,-3.7,26,13
CCOc1cccc(NC(=O)CSc2nncn2N)c1,-0.5,10,-10,0.8,11,0.096,-3.4,11,3
CC1CCN(c2nc3c(c(=O)[nH]c(=O)n3C)n2Cc2ccccc2)CC1,-0.6,2,7,0.9,2,7.9*,0.4,18,10
N#Cc1nc(Cc2cccc3ccccc23)oc1N1CCOCC1,0.4,0,30,1.6,-2,1.9,-0.5,-2,14
Cc1cc(N2CCOCC2)nc2ccc(NC(=O)C3CCC(C)CC3)cc12 (stereo not drawn),·,·,·,-0.6,8,1.4,-2.5,4,4
COc1ccc(C(=O)Nc2ccc(S(=O)(=O)N3CCOCC3)cc2)cc1OC,-1.1,5,-23,-1.5,2,0.013,2.2,1,5
O=C(CCC(=O)N(CC(=O)NC1CCCC1)Cc1ccc2c(c1)OCO2)Nc1ccccn1,0.1,-2,-2,0.0,-12,-0.61,-0.7,5,-10
COCCNC(=O)C(C#N)c1nc2ccccc2nc1N1CCN(Cc2ccc3c(c2)OCO3)CC1 (stereo not drawn),-1.1,·,-12,3.3,·,·,1.0,·,3
O=C(CCCNS(=O)(=O)c1cccc2nsnc12)NC1CCCCC1,-0.7,6,-27,0.4,-3,0.07,-4.3,10,-3

# Bioassay records (PubChem BioAssay)

# Outcome played no part in choosing rows; about 8.3% have a hit in one of these screens.
